Mito fusion act – blocks mitochondrial division or promotes mitochondrial fusion; Potency, µM (highest dose often 46.1 µM), for the others: at the top dose growth rescue (activation), hits mostly activators; 320,000 compounds, 0.23% hits; AID 485298; S. cerevisiae fusion-defective mutant growth rescue, CellTiterGlo 48 h;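 also: potency is read from the fitted curve at half-maximal effect; % of control where 0% means no effect; nearly all actives have a fitted effect of over 45% in size; temperature-sensitive fusion mutants such as fzo1-1 at 37 °C on non-fermentable ethanol glycerol medium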
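Temperature-sensitive fusion-defective S. cerevisiae (e.g. fzo1-1, mgm1-5) were grown with compound in YPEG medium (3% ethanol, 3% glycerol) for 48 hours at 37C. Growth rescue was measured as viability by CellTiterGlo luminescence after 10 minutes at ambient.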
B2AR arrestin – recruits beta-arrestin to the human beta2-adrenergic receptor. Potency, µM (series often up to 46.1 µM), inactives show at the top dose activation, usual class: activators. 330,000 compounds, 0.02% hits. beta-arrestin recruitment to beta2AR, cell-based reporter;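 also: potency is read from the fitted curve at half-maximal effect; 0% = DMSO controls and full agonism = EC100 isoproterenol or metaproterenol; nearly all actives have a fitted effect of over 65% in size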
PTAP TSG101 blk – blocks PTAP/TSG101 interaction to inhibit HIV-1 budding | Potency, µM (highest dose often 115 µM), for inactives: at the highest dose activity change, negative = inhibition, actives largely listed as inhibitors | Q99816 | Fluorescence polarization, FITC-PTAP peptide / Tsg101 binding | 340,000 tested, under 10 active | AID 493005; active = well fitted inhibition curve with a large enough effect in the main read-out, with a control signal flat, not every such curve was filed as active; inconclusive = small, poorly fitted or top-dose-only effect, or effect the other way, or a change in a side signal; inactive = no such curve, though single readings can be large or run the other way; also: potency is read from the fitted curve at half-maximal effect; % of control where 0% means no effect
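Steps: Tsg101 binding domain dispensed (10 uM final), compounds pinned in DMSO, FITC-labeled PTAP-motif peptide added (50 nM final); after 20 min binding at room temperature, polarization measured.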
Tb PFK block – T. brucei PFK enzyme inhibition. O15648. T. brucei PFK, ADP-Glo luminescence. Potency, µM (titrated, usually from 57.5 µM), without a hit: at the top dose activity, negative = inhibition, actives largely listed as inhibitors. 330,000 compounds, 0.17% hits. AID 485367;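 also: potency is read from the fitted curve at half-maximal effect; 0% = uninhibited 1x PFK enzyme wells and -100% = no-enzyme wells; nearly all actives have a fitted effect of over 60% in size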
Target sequence (O15648 whole entry, looked up): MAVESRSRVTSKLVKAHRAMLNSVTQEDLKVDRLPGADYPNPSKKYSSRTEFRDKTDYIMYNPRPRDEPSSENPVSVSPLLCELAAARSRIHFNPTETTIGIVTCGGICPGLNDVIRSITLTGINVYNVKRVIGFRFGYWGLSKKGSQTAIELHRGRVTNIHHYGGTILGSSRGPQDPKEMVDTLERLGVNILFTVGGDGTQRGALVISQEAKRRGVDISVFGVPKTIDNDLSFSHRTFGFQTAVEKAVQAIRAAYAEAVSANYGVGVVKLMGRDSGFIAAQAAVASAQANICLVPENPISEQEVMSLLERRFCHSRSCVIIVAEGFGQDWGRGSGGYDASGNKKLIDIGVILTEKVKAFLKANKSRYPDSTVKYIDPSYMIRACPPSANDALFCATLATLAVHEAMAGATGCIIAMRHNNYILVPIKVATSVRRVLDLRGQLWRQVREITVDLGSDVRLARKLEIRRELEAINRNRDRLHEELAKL
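Compounds were pin-transferred as a titration series up to 57 uM into substrate buffer (0.5 mM F6P, 0.1 mM ATP, pH 8.0), then 1.25 nM PFK was added and reactions ran 45 min before ADP-Glo detection.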
BCR signal inh – chronic active BCR signaling inhibition; 340,000 compounds, 0.05% hits; Potency, µM (highest dose often 46.1 µM), for inactives: at the top dose ratio change, negative = lower green/red ratio, most hits filed as inhibitors; AID 493014; ABC-DLBCL IkBa-CBG/CBR reporter, luminescence ratio, 4 h; active = well fitted inhibition curve with a large enough effect in the signal ratio, with a control signal flat, not every such curve was filed as active; inconclusive = small, poorly fitted or top-dose-only effect, or effect the other way, or a change in a side signal; the % refers to the signal ratio;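 also: potency is read from the fitted curve at half-maximal effect; plate controls were basal doxycycline-induced cells for no effect and cells given 10 µM MG132 for full effect; MG132 reads +100%, hits lower the ratio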
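TMD8 ABC-DLBCL cells carrying doxycycline-inducible green luciferase fused to IkappaBalpha plus unfused red luciferase were exposed to compounds (up to 46 uM) for 4 hrs at 37C. Activity came from the overlap-corrected green/red luminescence ratio.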
Eya2 inh – blocks the phosphatase activity of human Eya2. Potency, µM (top dose mostly 76.9 µM), for the others: at the highest dose activity, negative = inhibition, actives largely listed as inhibitors. recombinant Eya2, OMFP fluorescence dephosphorylation (OMFP is methylfluorescein phosphate). 330,000 compounds, 0.006% hits. O00167; also: potency is read from the fitted curve at half-maximal effect; % is scaled to controls: 0 for no effect and ±100 for the full control effect
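Eya2 (0.2 uM) preincubated 10 min at ambient with compound, then OMFP substrate added at 50 uM; 10 min reaction in 50 mM HEPES pH 7.5, 50 mM NaCl, 5 uM MgCl2, 0.05% BSA, 1 mM DTT. Fluorescence read at Ex 485/Em 525 nm.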
USP2a inh – blocks human ubiquitin-specific protease USP2a | Potency, µM (series often up to 38.3 µM), for inactives: top-dose activity change, negative = inhibition, most hits filed as inhibitors | O75604 | USP2 core, Ub-CHOP2 coupled fluorogenic reporter, 485/531 | AID 463254 | 330,000 compounds, 0.01% hits;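 also: potency is read from the fitted curve at half-maximal effect; plate controls were DMSO wells for no effect and full inhibition by NEM control for full effect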
Target sequence (O75604 whole entry, looked up): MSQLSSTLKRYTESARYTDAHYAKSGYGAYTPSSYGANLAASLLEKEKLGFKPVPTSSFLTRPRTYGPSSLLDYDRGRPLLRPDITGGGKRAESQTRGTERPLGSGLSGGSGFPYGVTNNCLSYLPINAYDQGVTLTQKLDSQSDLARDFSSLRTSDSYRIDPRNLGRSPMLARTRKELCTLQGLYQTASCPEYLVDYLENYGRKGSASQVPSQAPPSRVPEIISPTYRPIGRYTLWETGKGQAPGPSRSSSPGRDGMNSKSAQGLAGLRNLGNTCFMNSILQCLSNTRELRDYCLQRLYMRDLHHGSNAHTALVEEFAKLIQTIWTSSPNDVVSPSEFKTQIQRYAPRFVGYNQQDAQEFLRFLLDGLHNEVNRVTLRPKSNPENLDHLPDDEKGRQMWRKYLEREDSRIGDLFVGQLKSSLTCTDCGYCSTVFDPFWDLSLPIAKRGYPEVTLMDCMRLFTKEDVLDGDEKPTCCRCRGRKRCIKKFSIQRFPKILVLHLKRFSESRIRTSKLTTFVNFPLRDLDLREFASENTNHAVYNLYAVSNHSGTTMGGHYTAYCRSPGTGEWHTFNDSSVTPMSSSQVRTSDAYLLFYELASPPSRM
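Deubiquitinase activity read as fluorescence (485/531 nm) after Ub-CHOP2 cleavage activates the enterokinase reporter on its substrate; USP2 core 10nM, Ub-CHOP2 and substrate 25nM each, 30min compound preincubation then 60min RT; data normalized to NEM, curves fitted.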
uPA surface inh – blocks generation of uPA at the cell surface | cell surface uPA generation assay, qHTS | Potency, µM (series often up to 38.3 µM), without a hit: at the top dose activity change, negative = inhibition, usual class: inhibitors | 330,000 compounds, 0.31% hits | AID 540303; active = well fitted inhibition curve with a large enough effect; inconclusive = small, poorly fitted or top-dose-only effect; inactive = no such curve, though single readings can be large or run the other way; tested in mouse RAW 264.7 cells; also: potency is read from the fitted curve at half-maximal effect; % is scaled to controls: 0 for no effect and ±100 for the full control effect; nearly all actives have a fitted effect of over 55% in size
TSHR antag – blocks TSH signaling through the human TSH receptor | 330,000 compounds, 0.2% hits | TSHR-expressing cells, TSH-stimulated cAMP HTRF, 2 h; hits give low values | activity change, negative = inhibition, % at 11.5 µM | P16473;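 active = activity change below a set negative limit, meaning inhibition stronger than a set level, cut at about -70% in these data; inconclusive = activity change between two set negative limits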; also: % is scaled to controls: 0 for no effect and ±100 for the full control effect
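Inhibition of cAMP made by TSHR-expressing cells under TSH stimulation (4nM final, EC80; 2 h, 37 deg C) is quantified with a one-step lysis HTRF kit, anti-cAMP cryptate versus cAMP-d2.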
ELG1 DNA repair – blocks ELG1-dependent DNA repair in HEK293T cells; HEK293T ELG1-luciferase reporter, luminescence, 16 h; DNA damage induced by 5-fluorouridine; Potency, µM (series often up to 46.1 µM), for the others: at the top dose activity change, negative = inhibition, most hits filed as inhibitors; 330,000 compounds, 2.3% hits; also: potency is read from the fitted curve at half-maximal effect; % is scaled to controls: 0 for no effect and ±100 for the full control effect; nearly all actives have a fitted effect of over 55% in size
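DMSO vehicle served as the neutral condition. Each well held 2,000 cells given 5-fluorouridine plus compound; after 16 hr at 37 °C/5% CO2, ONE-Glo was added and luciferase measured 30 min later.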
TCR activator – activators of T cell receptors; primary human leukocytes, anti-CD3, IL-2 HTRF, 48 h; Potency, µM (doses to about 9.22 µM), inactives show top-dose activation of IL-2 secretion, usual class: activators; 330,000 tested, under 10 active; AID 504894; also: % of control where 0% means no effect
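1) Mix primary human leukocytes, a-CD3 beads and compound. 2) Incubate 48 hr. 3) Add HTRF IL-2 reagents (a-IL-2-K, a-IL-2-d2).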
An asterisk follows results filed as active; ? = inconclusive; . = not tested or not shown; [ ] = dose if it differs, or a comment. Unless noted, calls follow the shape of the dose curve; as a rule, active = well fitted curve in the direction sought with a large enough effect; inconclusive = small, poorly fitted or top-dose-only effect, or another doubt; inactive = no such curve, though single readings can be large; an effect the other way counts as inactive or inconclusive.

SMILES	Mito fusion act	B2AR arrestin	PTAP TSG101 blk	Tb PFK block	BCR signal inh	Eya2 inh	USP2a inh	uPA surface inh	TSHR antag	ELG1 DNA repair	TCR activator
COc1ccc2c(c1)c1ncn(CCN3CCCCC3)c(=O)c1n2C	-3%	?	-5%	6%	?	3%	1%	.	-3	11%	-1%
O=C1c2cccc3c(N4CCCCC4)ccc(c23)C(=O)N1c1ccccc1O	-25%	-0.3%	?	0%	-3%	?	26%	-2%	-7	?	2%
C(=C\c1ccccn1)/c1ccncc1	-7%	1.0%	-4%	-2%	?	9%	-3%	-6%	-8	?	7%
CN(C)C(=O)c1cccn(Cc2cccc(C(F)(F)F)c2)c1=O	9%	0.1%	-6%	-3%	3%	2%	3%	3%	16	12%	.
COc1ccc(C(=O)C2CCCN(C(=O)c3cccc(Cn4cccn4)c3)C2)cc1F (configuration not stated)	0%	-0.4%	-1%	7%	-2%	-8%	1%	3%	-14	4%	10%
CC(=O)c1ccc(S(=O)(=O)N2CCN(C(C)=O)CC2)cc1	-1%	-0.1%	-1%	0%	0%	8%	0%	-5%	0	-10%	.
CCOc1ccc2nc(NC(=O)CN3CCC(n4nnc5cc(C(F)(F)F)ccc54)CC3)sc2c1	-3%	0.2%	7%	14%	7%	4%	4%	-3%	10	?	2%
CCOC(=O)C1=C(C)OC(N)=C(C(=O)OCC)C1c1ccncc1 (configuration not stated)	3%	-0.1%	-1%	1%	1%	7%	1%	2%	13	?	5%
COc1ccccc1OCc1nnc(SCC(=O)N2CCCC2)o1	2%	-0.1%	0%	3%	?	8%	2%	0%	-10	7%	6%
Cn1cc(C(=O)Nc2ccc(C#N)cc2)c2ccccc2c1=O	9%	0.4%	-3%	8%	-2%	-26%	-1%	-8%	-16	?	9%
Cc1ccc(S(=O)(=O)Nc2cccc3c2O[C@H](CN(C)Cc2ccc(-c4ccccc4)cc2)[C@@H](C)CN([C@H](C)CO)C3=O)cc1	.	-0.5%	-1%	4%	?	3%	-11%	?	-2	-14%	5%
CCOc1ccc(OCCCC(=O)N(C)CC(=O)Nc2ccccc2Br)cc1	.	0.4%	-4%	0%	-5%	3%	-3%	-2%	15	-15%	1%[46.1 µM]
CCOCC(=O)N1CCc2ccccc21	-5%	-0.2%	-13%	-6%	0%	21%	2%	8%	2	18%	1%
COC(=O)c1cc(C(=O)c2ccc(C(C)(C)C)cc2)c[nH]1	6%	0.3%	0%	-3%	10%	-13%	0%	.	-1	21%	-1%
CCn1c(Cc2ccccc2)nnc1SCC(=O)Nc1ccccc1F	2%	-0.2%	-8%	-8%	0%	1%	0%	-1%	-1	-7%	-1%
Cc1cccc2sc(NC(=O)C3CCN(C(=O)c4ccco4)CC3)nc12	-1%	0.2%	-1%	-4%	?	9%	3%	1%	-17	13µM*	2%
CN1CCN(NC(=O)c2cc(-c3ccccn3)nc3ccccc23)CC1	0%	-0.6%	-2%	-1%	-1%	0%	-1%	-2%	-2	?	2%
COc1ccc(NS(=O)(=O)c2ccc(C)c(C(=O)O)c2)cc1	-4%	-0.8%	-8%	2%	-2%	-5%	0%	-3%	-1	10%	3%
Cc1ccc(C(=O)NCCN2CCOCC2)cc1	-5%	-0.1%	-3%	-9%	0%	-23%	0%	0%	3	?	-6%[46.1 µM]
NS(=O)(=O)c1ccc(S(=O)(=O)N(CCc2ccccc2)Cc2ccccn2)cc1	-2%	-0.3%	-7%	2%	1%	3%	0%	-2%	-6	-12%	0%
Cc1cccc(NC(=O)CC2SC(=O)N(c3ccccc3)C2=O)c1 (configuration not stated)	2%	0.4%	-8%	-12%	-21%	13%	1%	2%	5	16%	-2%
Cn1ccnc1C(=O)c1ccc(Cl)c(S(=O)(=O)N2CCOCC2)c1	2%	-0.5%	-2%	1%	0%	-8%	1%	1%	19	4%	2%
Cc1cc(C)c(NC(=O)CNC(=O)CSc2nnc(N)s2)c(C)c1	-7%	-0.4%	-7%	4%	-1%	23%	0%	3%	-6	17%	-8%
O=C(NC(=S)Nc1ccccc1N1CCCC1)c1ccc([N+](=O)[O-])cc1	?	-0.9%	-1%	2%	4%	-3%	-3%	-7%	-10	-27%	2%
CC1(C)CC(=O)c2cc(C(=O)NC3CCSC3=O)c(=O)n(-c3ccccc3)c2C1 (configuration not stated)	1%	0.5%	-10%	-1%	15%	-6%	-1%	-1%	2	-1%	-2%
COc1ccc(N2CCN(c3oc(-c4ccco4)nc3C#N)CC2)cc1	5%	0.1%	-5%	-4%	3%	-2%	-1%	3%	-16	-18%	4%
C/C(CC(=O)Nc1ccc(N(C)C)cc1)=N\NC(=O)c1cnccn1	0%	0.3%	-3%	9%	?	-5%	0%	-3%	-2	15%	4%[46.1 µM]
Cc1ccc(Cn2nnc3c(=O)n(CC(=O)N4CCCCC4)cnc32)cc1	-1%	0.5%	-7%	1%	0%	16%	1%	.	4	7%	5%
C=CCOn1c(=O)c(-c2ccc(OCC)cc2)[n+]([O-])c2ccccc21	7%	-0.1%	-2%	1%	0%	15%	1%	5%	-3	12%	1%
CCN(CC)CCN1C(=O)C(=O)/C(=C(/O)c2ccc3c(c2)CC(C)O3)C1c1ccc(OC)cc1 (configuration not stated)	-1%	0.4%	0%	1%	-4%	-5%	0%	-1%	-7	19%	-3%
O=C(NCCc1nnc2ccc(NCc3ccc(Cl)cc3)nn12)c1ccccc1	-6%	-0.1%	1%	-10%	?	10%	-1%	0%	-2	12%	7%
CCNc1c([N+](=O)[O-])c(=O)oc2ccccc12	2%	-1.1%	-2%	7%	1%	-9%	-1%	1%	-11	2%	.
O=C(NC1(N2CCOCC2)CC1)c1ccc(Cl)cc1	-2%	-0.3%	-7%	-4%	6%	26%	-5%	-21%	9	0%	-2%
Cc1cc(Nc2ccc(F)cc2F)n2ncnc2n1	-2%	-0.7%	-5%	-8%	-11%	-3%	3%	14%	2	?	3%
Cc1cccc(Oc2ncc(-c3ccc(Cl)cc3)cn2)c1	2%	-0.3%	-1%	0%	-2%	6%	2%	-3%	-9	?	2%
CCOc1ccc(C(=O)OCn2nnc3ccccc3c2=O)cc1OC	-2%	-0.3%	-3%	4%	0%	-1%	2%	-6%	10	0%	2%
C/C(=N\NC(=O)Cn1cc([N+](=O)[O-])cn1)c1ccc(O)cc1	3%	-0.8%	-4%	-3%	-5%	-1%	0%	6%	-1	0%	-2%
O=C(CSc1nc2c(sc3ccccc32)c(=O)n1CCCN1CCCC1)NCc1ccco1	?	-0.3%	0%	7%	-7%	-15%	7%	-15%	-7	?	5%
COc1ccc(CCNC(=O)COC(=O)c2ccc(Br)o2)cc1OC	-1%	-0.1%	-6%	0%	?	13%	0%	-2%	-5	-11%	-2%
Cc1cc(NC(=O)CS(=O)(=O)c2cn(C)c3ccccc23)no1	-4%	-0.2%	-1%	-8%	-15%	19%	1%	0%	2	6%	-2%
Fc1ccc(-c2csc3ncnc(Nc4ccc(N5CCOCC5)cc4)c23)cc1	7%	-1.3%	-4%	0%	-7%	-11%	-1%	.	22	-25%	.
Cc1ccc(Oc2nc3ccccn3c(=O)c2/C=C(\C#N)C(=O)NC2CCS(=O)(=O)C2)cc1 (configuration not stated)	0%	-0.1%	-5%	0%	0%	?	1%	-28%	-7	-7%	1%
O=C(CCN1C(=O)CSc2ccccc21)Nc1ccc(C(F)(F)F)cc1	25%	-0.6%	0%	0%	7%	-8%	-2%	-9%	1	0%	-3%
Cc1ccc(OCc2nnc(SCC(=O)Nc3ccc4c(c3)OCO4)n2C)cc1	-2%	-0.2%	-3%	-2%	0%	-12%	3%	.	2	2%	7%
O=C(NC1CCCCCC1)c1ccc(N2CCCC2=O)cc1	0%	-0.5%	-5%	-6%	?	-4%	0%	-5%	7	?	0%
COc1ccc(CCn2c(C(C)C)nc3oc4ccccc4c(=O)c3c2=O)cc1	20%	-0.5%	0%	2%	?	4%	0%	17%	-7	?	5%
CCOC(=O)CSc1nnc(-c2c[nH]c3ccccc23)o1	-2%	8.0%	-3%	8%	?	5%	0%	2%	?	20%	1%
